TSHR antagonist: human thyrotropin receptor antagonism. activity change, negative = inhibition, % at 11.5 µM. AID 504810. TSHR-expressing cells, TSH-stimulated cAMP HTRF, 2 h; active compounds read low. actives 0.2% (n = 330,000);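 active means activity change below a set negative limit, meaning inhibition stronger than a set level, cut at about -70% in these data; inconclusive means activity change between two set negative limits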; further: on the % scale 0 is the no-effect control and ±100 the full control effect
Target sequence (P16473 whole entry, looked up): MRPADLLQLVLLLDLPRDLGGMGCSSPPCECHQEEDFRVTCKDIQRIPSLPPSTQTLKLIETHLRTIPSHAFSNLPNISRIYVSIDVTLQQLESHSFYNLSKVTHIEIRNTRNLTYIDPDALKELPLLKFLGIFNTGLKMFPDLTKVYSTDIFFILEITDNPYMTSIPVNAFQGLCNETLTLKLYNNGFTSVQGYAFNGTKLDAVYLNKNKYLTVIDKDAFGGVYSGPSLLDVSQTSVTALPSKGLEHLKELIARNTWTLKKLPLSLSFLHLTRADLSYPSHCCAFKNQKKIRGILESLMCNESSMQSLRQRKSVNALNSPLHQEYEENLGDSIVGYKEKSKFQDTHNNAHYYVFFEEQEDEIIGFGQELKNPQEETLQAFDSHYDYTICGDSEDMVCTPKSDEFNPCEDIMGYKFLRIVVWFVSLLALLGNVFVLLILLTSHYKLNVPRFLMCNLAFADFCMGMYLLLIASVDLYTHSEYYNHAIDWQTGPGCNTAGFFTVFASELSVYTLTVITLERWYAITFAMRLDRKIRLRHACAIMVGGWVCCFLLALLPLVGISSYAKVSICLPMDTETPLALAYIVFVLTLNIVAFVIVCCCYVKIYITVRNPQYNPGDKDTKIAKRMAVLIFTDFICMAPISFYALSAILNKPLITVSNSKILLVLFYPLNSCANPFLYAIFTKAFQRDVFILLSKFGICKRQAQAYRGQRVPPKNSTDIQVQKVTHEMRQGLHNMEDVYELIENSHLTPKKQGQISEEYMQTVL
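Freshly harvested TSHR cells receive pin-tooled compound, then EC80 TSH at 4nM final. After 2 hours at 37 deg C, antibody in lysis buffer and cAMP-d2 are added; 30 minutes at ambient temperature precede the HTRF read.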
a7 integrin act: integrin-mediated muscular dystrophy alleviation activation. alpha7betagal myoblasts, beta-gal FDG fluorescence, 48 h. Potency, µM (top dose mostly 38.3 µM), without a hit: at the highest dose activation, usual class: activators. actives 0.064% (n = 350,000). AID 624291;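 further: potency means the concentration at half of the fitted maximal effect; 100% = response of the positive control SU9516; nearly all actives have a fitted effect of over 60% in size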
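Alpha7betagal+/- myoblasts (passage 13) were plated 16-24 hr, then exposed to compounds (1:260 dilution of DMSO stock) for 48 hours at 37C. After MPER lysis, β-galactosidase reporter activity was read as FDG fluorescence (ex 480/em 540) after 30 minutes.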
ELG1 DNA repair: blocks ELG1-dependent DNA repair in HEK293T cells; HEK293T ELG1-luciferase reporter, luminescence, 16 h; DNA damage induced by 5-fluorouridine; Potency, µM (titrated, usually from 46.1 µM), inactives show at the top dose activity change, negative = inhibition, usual class: inhibitors; actives 2.3% (n = 330,000); AID 504467; further: potency means the concentration at half of the fitted maximal effect; on the % scale 0 is the no-effect control and ±100 the full control effect; nearly all actives have a fitted effect of over 55% in size
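DMSO vehicle served as the neutral condition. Each well held 2,000 cells given 5-fluorouridine plus compound; after 16 hr at 37 °C/5% CO2, ONE-Glo was added and luciferase measured 30 min later.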
BCR signal inh: chronic active BCR signaling inhibition | ABC-DLBCL IkBa-CBG/CBR reporter, luminescence ratio, 4 h | Potency, µM (doses to about 46.1 µM), for the others: top-dose ratio change, negative = lower green/red ratio, usual class: inhibitors | actives 0.05% (n = 340,000); active means well fitted inhibition curve with a large enough effect in the signal ratio, with a control signal flat, not every such curve was filed as active; inconclusive means small, poorly fitted or top-dose-only effect, or effect the other way, or a change in a side signal; the % refers to the signal ratio;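 further: potency means the concentration at half of the fitted maximal effect; plate controls were basal doxycycline-induced cells for no effect and cells given 10 µM MG132 for full effect; MG132 reads +100%, hits lower the ratio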
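TMD8 human ABC-DLBCL cells with doxycycline-inducible IκBα–green luciferase fusion and unfused red luciferase, in 0.5% FBS medium; compounds up to 46 uM, 4 h at 37C. Green/red luminescence ratio, filter-overlap corrected, fitted to concentration-response curves.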
Mito fusion yeast: inhibitors of mitochondrial division or activators of mitochondrial fusion | S. cerevisiae fusion-defective mutant growth rescue, CellTiterGlo 48 h | Potency, µM (series often up to 46.1 µM), for inactives: top-dose growth rescue (activation), hits mostly activators | actives 0.23% (n = 320,000);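 further: potency means the concentration at half of the fitted maximal effect; % of control where 0% means no effect; nearly all actives have a fitted effect of over 45% in size; temperature-sensitive fusion mutants such as fzo1-1 at 37 °C on non-fermentable ethanol glycerol medium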
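Read-out: ATP-based luminescence (CellTiterGlo, 10 min ambient) reporting growth of fusion-defective ts yeast after 48 hours at 37C on glycerol/ethanol YPEG medium in the presence of compound.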
Tb PFK block: T. brucei PFK enzyme inhibition. O15648. T. brucei PFK, ADP-Glo luminescence. Potency, µM (doses to about 57.5 µM), for inactives: top-dose activity, negative = inhibition, hits mostly inhibitors. actives 0.17% (n = 330,000). AID 485367;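 further: potency means the concentration at half of the fitted maximal effect; 0% = uninhibited 1x PFK enzyme wells and -100% = no-enzyme wells; nearly all actives have a fitted effect of over 60% in size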
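ADP-Glo luminescence quantified ADP after 45 min at room temperature, with 1.25 nM T. brucei PFK, 0.1 mM ATP and 0.5 mM fructose-6-phosphate in pH 8.0 TEA buffer. qHTS titrations up to 57 µM; curves classified by quality.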
Eya2 inh: inhibitors of human Eya2 phosphatase activity | O00167 | recombinant Eya2, OMFP fluorescence dephosphorylation (OMFP is methylfluorescein phosphate) | Potency, µM (series often up to 76.9 µM), without a hit: at the highest dose activity, negative = inhibition, most hits filed as inhibitors | actives 0.006% (n = 330,000) | AID 488837; further: potency means the concentration at half of the fitted maximal effect; on the % scale 0 is the no-effect control and ±100 the full control effect
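Eya2 protein (added as 0.2 uM solution) was preincubated with compound for 10 min at ambient temperature in 50 mM HEPES pH 7.5, 50 mM NaCl, 5 uM MgCl2, 0.05% BSA, 1 mM DTT. OMFP (added at 50 uM) then reacted 10 min; fluorescence read at 485/525 nm.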
AT treatment: candidate therapy for ataxia-telangiectasia. […] A-T fibroblasts, KAP-1 phosphorylation AlphaLISA; neocarzinostatin DNA damage 30 min before lysis. Potency, µM (doses to about 57.5 µM), for the others: at the highest dose activation, hits mostly activators. actives 0.19% (n = 320,000). AID 485349; further: potency means the concentration at half of the fitted maximal effect; % of control where 0% means no effect; nearly all actives have a fitted effect of over 45% in size
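hTERT-immortalized A-T patient fibroblasts ([…]), 500 cells/well in OPTI-MEM, 1% FBS, got compounds for 60 min, then NCS for 30 min at 37C. Lysates were then assayed for phospho-KAP-1 by AlphaLISA (anti-pKAP1 donor, anti-KAP1 acceptor beads), 6 hr at 25C.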
TSG101-PTAP inh: blocks PTAP/TSG101 interaction to inhibit HIV-1 budding; AID 493005; Potency, µM (titrated, usually from 115 µM), for inactives: at the highest dose activity change, negative = inhibition, usual class: inhibitors; Fluorescence polarization, FITC-PTAP peptide / Tsg101 binding; 340,000 tested, under 10 active; active means well fitted inhibition curve with a large enough effect in the main read-out, with a control signal flat, not every such curve was filed as active; inconclusive means small, poorly fitted or top-dose-only effect, or effect the other way, or a change in a side signal; inactive means no such curve, though single readings can be large or run the other way; further: potency means the concentration at half of the fitted maximal effect; % of control where 0% means no effect
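FP read-out: FITC-PTAP peptide, 50 nM final, binding Tsg101 binding domain, 10 uM final; 20 min, r.t.; 10 mM HEPES pH 7.5, 0.15 M NaCl, 0.01% Tween 20, 3 mM EDTA, 0.1 mM TCEP.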
S-ASM inh: inhibitors of human secretory acid sphingomyelinase | Potency, µM (doses to about 57.5 µM), for inactives: at the highest dose activity change, negative = inhibition, hits mostly inhibitors | actives 0.006% (n = 340,000) | placental ASM, HMU-PC fluorogenic substrate, 60 min | P17405; further: potency means the concentration at half of the fitted maximal effect
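Fluorescence read-out (Ex 386 nm, Em 447 nm) after stopping the reaction at pH 10. Enzyme: ASM from human placenta; substrate HMU-PC0, 9 uM final; 60 min, 37 °C. Compound preincubation 10 min, ambient temperature.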
TCR activator: activators of T cell receptors; primary human leukocytes, anti-CD3, IL-2 HTRF, 48 h; Potency, µM (doses to about 9.22 µM), for inactives: at the highest dose activation of IL-2 secretion, actives largely listed as activators; 330,000 tested, under 10 active; AID 504894; further: % of control where 0% means no effect
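1) Mix primary human leukocytes, a-CD3 beads and compound. 2) Incubate 48 hr. 3) Add HTRF IL-2 reagents (a-IL-2-K, a-IL-2-d2).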
An asterisk follows results filed as active; ? = inconclusive; / = not tested or not shown; & = joins results of further samples; [ ] = remark or other dose. Unless noted, the call rests on the fitted dose curve; in most records, active means well fitted curve in the direction sought with a large enough effect; inconclusive means small, poorly fitted or top-dose-only effect, or another doubt; inactive means no such curve, though single readings can be large; an effect the other way counts as inactive or inconclusive.

The line under a structure holds: Tb PFK block | TSHR antagonist | AT treatment | BCR signal inh | TSG101-PTAP inh | Mito fusion yeast | a7 integrin act | TCR activator | ELG1 DNA repair | S-ASM inh | Eya2 inh
- Cc1ccc(NC2=CC(=O)CC(c3ccco3)C2)c(N)c1 (stereo not drawn)
    1% | -3 | 7% | 7% | -3% | 2% | 9% | 8% | 3% | -6% | 6%
- CC(C)Sc1nc2c(c(=O)[nH]c(=O)n2C)n1Cc1ccccc1
    -4% | 25 | -21% | -7% | -1% | 6% | -2% | / | -5% | -1% | -6%
- Cc1ccc(OCC(=O)N2CCOCC2)c([N+](=O)[O-])n1
    -8% | 13 | 0% | 5% | -6% | 1% | -12% | 3% | 0% | 2% | -18%
- CC(=O)c1c(N2CCN(C(=O)C3CCCO3)CC2)nc(=S)n(-c2ccccc2)c1C (stereo not drawn)
    -2% | 2 | -1% | 2% | -3% | 2% | 2% | / | 15% | 6% | -25%
- CCc1cccc(NC(=O)CCc2nc(-c3cccs3)no2)c1
    -2% | -26 | -2% | ? | 1% | 7% | 4% | 3% | 5% | -6% | -2%
- N/C(=N\OC(=O)c1ccncc1)c1cccc([N+](=O)[O-])c1
    -3% | 4 | -12% | 4% | 2% | 3% | -4% | 5% | ? | -1% | -12%
- Cn1c(N)c(C(=O)COC(=O)COc2cccc(Br)c2)c(=O)n(C)c1=O
    0% | / | 4% | 1% | -10% | / | 8% | -10% | 0% | -4% | -19%
- O=C(CSc1nc2cc(C(F)(F)F)ccc2n1Cc1ccccc1)NC1CCS(=O)(=O)C1 (stereo not drawn)
    -4% | -1 | -3% | -6% | -2% | -10% | -13% | -1%[46.1 µM] | 5% | -7% | -3%
- CCOC(=O)C(=O)Nc1ccc(S(=O)(=O)N2CCOCC2)cc1OC
    -2% | -11 | 1% | 6% | -9% | 1% | 27% | -4% | 4% | 2% | -1%
- O=c1[nH]c(=S)n(C2CCCCC2)c(O)c1C=NCCN1CCOCC1
    -3% | -4 | -2% | 0% | -2% | 1% | 7% | 0% | 3% | -2% | -1%

Reprinted at random: 4 entries already listed.
The line under a structure holds: Tb PFK block | TSHR antagonist | AT treatment | BCR signal inh | TSG101-PTAP inh | Mito fusion yeast | a7 integrin act | TCR activator | ELG1 DNA repair | S-ASM inh | Eya2 inh
- O=c1[nH]c(=S)n(C2CCCCC2)c(O)c1C=NCCN1CCOCC1
    -3% | -4 | -2% | 0% | -2% | 1% | 7% | 0% | 3% | -2% | -1%
- O=C(CSc1nc2cc(C(F)(F)F)ccc2n1Cc1ccccc1)NC1CCS(=O)(=O)C1 (stereo not drawn)
    -4% | -1 | -3% | -6% | -2% | -10% | -13% | -1%[46.1 µM] | 5% | -7% | -3%
- CC(=O)c1c(N2CCN(C(=O)C3CCCO3)CC2)nc(=S)n(-c2ccccc2)c1C (stereo not drawn)
    -2% | 2 | -1% | 2% | -3% | 2% | 2% | / | 15% | 6% | -25%
- Cc1ccc(OCC(=O)N2CCOCC2)c([N+](=O)[O-])n1
    -8% | 13 | 0% | 5% | -6% | 1% | -12% | 3% | 0% | 2% | -18%

Next part.
The line under a structure holds: Tb PFK block | TSHR antagonist | AT treatment | BCR signal inh | TSG101-PTAP inh | Mito fusion yeast | a7 integrin act | TCR activator | ELG1 DNA repair | S-ASM inh | Eya2 inh
- O=C(COc1ccc2oc3c(c2c1)CCCC3)Nc1ccccn1
    -15% | -12 | -1% | 3% | -4% | 1% | -10% | 1% | ? | -1% | -11%
- O=C(CCCC(=O)c1ccccc1)Nc1ccc(O)cc1
    2% | -2 | 3% | 0% | -10% | -2% | 4% | 2% | ? | -4% | 1%
- CCOC(=O)/C=C/C(=O)NNC(=O)c1ccccc1Cl
    0% | 1 | -7% | -1% | -1% | -2% | -1% | -3% | 15% | 3% | 2%
- COC(=O)Nc1ccc2c(c1)N(C(=O)CCN1CCOCC1)c1ccccc1S2
    -9% | 8 | -1% | 9% | -3% | 0% | 11% | -2% | -2% | 0% | 14%
- CCN(c1ccc(NC(=O)COC(=O)c2ccc(C)c(S(=O)(=O)N3CCOCC3)c2)cc1)C(C)C
    / | / | / | / | -6% | 0% | 19% | 3% | / | 4% | /
- Cn1cccc1C(=O)NCC(c1ccc(F)cc1)N1CCOCC1 (stereo not drawn)
    0% | 3 | -4% | ? | -5% | -1% | -26% | 3% | ? | 3% | -10%
- Cc1ccccc1OCC(O)Cn1c(Br)nc2c1c(=O)n(C)c(=O)n2C (stereo not drawn)
    -3% | -10 | -1% | 2% | -2% | ? | ? | -1%[46.1 µM] | ? | -3% | 2%
- Cc1ccc(S(=O)(=O)N2CCOCC2)cc1C(=O)N1CCc2ccccc21
    -6% | -6 | 7% | ? | -3% | / | -18% | 8%[46.1 µM] | -16% | 1% | 0%
- CCCc1nnc(SCC(=O)NC2CCCC2)n1CCOC
    8% | 26 | -4% | 3% | -4% | 2% | ? | -2% | -5% | 3% | -3%
- CC(C)=CCC/C(C)=C/CNC(=O)C[C@H]1C[C@H](C(=O)N2CCCCC2)[C@@]2(CCc3ccccc3)c3[nH]c4ccc(Cl)cc4c3CCN2C1=O
    -5% | -2 | 10% | 5% | 0% | / | -5% | 2%[46.1 µM] | 6% | 1% | 10%
- Cc1cc(C)c2ccc(/C=N/O)nc2c1O
    1% | 2 | 8% | ? | -1% | -1% | -2% | 3% | 6% | -10% | -6%
- Cc1ccc(-c2nn(CC(=O)NCc3ccco3)c(=O)c3ccccc23)cc1
    -8% | 43 | 32% | 14% | 0% | 6% | -46%[inhibitor] | -12% | 11% | -1% | 1%
- COc1cccc(NC(=O)CCNC(=O)c2ccccc2Cl)c1
    7% | 27 | 6% | -16% | -1% | 5% | 12% | 0% | 23% | 2% | -3%
- COc1ccc(NC(=O)CSc2nnc(COc3ccccc3)n2Cc2ccco2)cc1OC
    4% | -8 | 15% | ? | -4% | 4% | 14% | 7% | ? | -1% | -2%
- O=C(CN1C(=O)C2CC=CCC2C1=O)Nc1ccccc1N1CCCC1 (stereo not drawn)
    -3% | -16 | -2% | -5% | 0% | 3% | -5% | -2% | 8% | 0% | 11%
- O=c1c2ccccc2nc2n1C(CSCc1ccc(Cl)cc1)CS2 (stereo not drawn)
    1% | -3 | -7% | 7% | -5% | -4% | -46%[inhibitor] | 0% | -20% | -3% | 4%
- Cc1ccc(NC(=O)C[n+]2cc(-c3ccccc3)n3c2CCC3)cc1
    -2% | -1 | 10% | 4% | -1% | 4% | 3% | 0% | -2% | 1% | -5%
- O=C(Nc1ccc(F)cc1)c1cccc(N2C(=O)C3C4CCC(C4)C3C2=O)c1 (stereo not drawn)
    8% | 4 | 0% | ? | -1% | 1% | -23% | 0%[46.1 µM] | ? | -2% | -11%
- Cn1cc(C(=O)c2ccccc2C(=O)O)cc1C(=O)C(Cl)(Cl)Cl
    4% | 0 | 12% | -1% | -13% | -3% | 8% | 3% | 2% | 1% | -9%
- O=C(NCc1ccc(Cl)cc1)C1CCN(S(=O)(=O)c2cccc3nonc23)CC1
    -5% | -5 | 12% | 7% | -6% | 3% | 1% | -5% | 14% | 2%[11.5 µM] | 17%
- Cc1cc(C)n(CCCNCC(O)c2ccccc2)n1 (stereo not drawn)
    0%[0.46 µM] | -6 | 1% | 0% | -3%&-6% | -1% | -2%&10% | 10%&-1% | ? | 0%&-3% | -1%
- C/C=C(\C)CN1CCC(Oc2cccc(C(=O)NCc3ccccn3)c2)CC1
    4% | -8 | 7% | 2% | 6% | -3% | -10% | 0% | -3% | 3% | 10%
- O=C(Nc1cc([N+](=O)[O-])ccc1F)C1CC1
    1% | 2 | -8% | -13% | -7% | 1% | -7% | -4%[46.1 µM] | -1% | -3% | 3%
